Rac1 GTP hydrolysis – MgcRacGAP GTPase-activating activity inhibitors, confirmation, biochemical, ADP Hunter fluorescence. MgcRacGAP-stimulated Rac1 GTP hydrolysis, ADP Hunter fluorescence; higher % means a stronger effect; GST-tagged Rac1 F28L mutant substrate. AID 624330. actives 0.6% (n = 340,000). inhibition, % at 30 µM, or IC50 in µM where a hit was titrated;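 active means first-screen hits whose inhibition reached a set limit at any dose in the follow-up dose series; inconclusive means inhibition above the set first-screen limit but never retested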;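 further: fluorescence reports GDP produced by GAP-driven GTP hydrolysis; strong numbers were not always called active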
GPR35 arrestin U2OS – inhibition of zaprinast-stimulated GPR35 beta-arrestin translocation – imaging, U2OS, beta-arrestin-GFP, zaprinast agonist, primary screen (AID 2058). U2OS GPR35 beta-arrestin-GFP translocation imaging, zaprinast antagonism; higher % means a stronger effect. actives 0.052% (n = 290,000). inhibition, % at 10 µM; hits with a dose series show IC50 in µM;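 active means inhibition of at least 50% with at least 30 cells and total cytoplasm GFP at most 10,000,000; inconclusive means under 30 cells or total GFP of 10,000,000 plus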
GPR55 LPI antagonism – inhibition of LPI-stimulated GPR55 beta-arrestin translocation – imaging, U2OS, beta-arrestin-GFP, LPI agonist, primary screen (AID 2013); actives 0.13% (n = 290,000); U2OS GPR55 beta-arrestin-GFP translocation imaging, LPI antagonism; higher % means a stronger effect; one-dose inhibition, % at 10 µM; IC50 in µM for titrated hits;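 active means spots per cell inhibited over 60%, with over 100 cells counted and total cytoplasm intensity under 500,000; inconclusive means wells with under 100 cells, flagged as likely toxic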;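 further: U2OS cells stably carrying GPR55 and arrestin-GFP stimulated by 5 µM LPI near EC80; imaged beta-arrestin-GFP aggregate spots per cell after agonist stimulation; plate controls were LPI-stimulated DMSO wells for no effect and DMSO wells without LPI for full effect; some results filed as inactive read as strong as hits; confirmed hits need IC50 under 10 µM and bright autofluorescent wells are also inconclusive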
SIAH1 antagonists – Siah-1 peptide-binding antagonists, primary screen, biochemical, fluorescence polarization, rhodamine-plectin, uHTS (AID 1817). Siah-1 / rhodamine-plectin peptide fluorescence polarization; higher % means a stronger effect. displacement, % at 20 µM; hits with a dose series show IC50 in µM. actives 0.02% (n = 290,000);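 active means displacement of at least 50% at 20 µM, with a fluorescence ratio check between 0.3 and a set limit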;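 further: plate controls were Siah plus tracer with DMSO for no effect and tracer alone without Siah for full effect; strong numbers were not always called active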
PhoP inhibition – inhibitors of PhoP regulon expression, primary screen, Salmonella Typhimurium, GFP reporter (AID 1863) | S. Typhimurium PhoP-regulated promoter GFP reporter, 4 h; higher % means a stronger effect | inhibition, % at 50 µM, or IC50 in µM where a hit was titrated | actives 0.16% (n = 300,000);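 active means inhibition over 29.93%, a cutoff 3 SD above the screen mean, later confirmed by dose response; inconclusive means inhibition over 29.93% but no dose response follow-up; inactive means inhibition at most 29.93% or unconfirmed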;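 further: 0% = low Mg2+ inducing control and 100% = high Mg2+ repressing control; strong numbers were not always called active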
HIV peptide binding – inhibitors of HIV fusion peptide binding, primary screen, biochemical, uHTS, fluorescence dequenching (AID 1986); cell-free peptide binding, fluorescence dequenching, 30 min; higher % means a stronger effect; inhibition, % at 20 µM; hits with a dose series show IC50 in µM; actives 0.3% (n = 290,000); in the data active means inhibition mostly above about 52%, no sharp cut-off; inactive means mostly below about 76%; further: some results filed as inactive read as strong as hits
NTR1 ag – agonists of NTR1, primary screen, imaging, U2OS cells, beta-arrestin-GFP, high content (AID 493036) | activation, % at 20 µM | P30989 | NTR1-U2OS beta-arrestin-GFP spot imaging, agonist mode | actives 0.17% (n = 330,000);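 active means activation at or above 40% of the spot to cytoplasm intensity ratio, with at least 20 cells analyzed; inconclusive means wells under 20 cells, flagged as cytotoxic or low count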;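 further: 0% = DMSO without peptide and 100% = 100 nM NTR1 peptide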
Target sequence (P30989 whole entry, looked up): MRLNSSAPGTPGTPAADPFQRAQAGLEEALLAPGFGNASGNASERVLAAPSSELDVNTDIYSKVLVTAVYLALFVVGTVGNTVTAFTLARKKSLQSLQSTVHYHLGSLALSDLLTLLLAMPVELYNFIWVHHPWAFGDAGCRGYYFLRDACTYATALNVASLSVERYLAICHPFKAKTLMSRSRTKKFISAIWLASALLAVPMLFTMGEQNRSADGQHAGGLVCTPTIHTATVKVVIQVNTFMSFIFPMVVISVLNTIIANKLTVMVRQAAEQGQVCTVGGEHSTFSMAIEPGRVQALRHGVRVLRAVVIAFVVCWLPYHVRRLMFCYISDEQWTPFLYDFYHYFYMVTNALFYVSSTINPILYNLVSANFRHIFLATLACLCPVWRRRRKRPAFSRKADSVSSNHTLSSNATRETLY
LYP phosphatase – PTPN22 lymphoid phosphatase activity blockers – biochemical, fluorescence intensity, uHTS (AID 1779). recombinant LYP phosphatase, fluorescence intensity; higher % means a stronger effect. one-dose inhibition, % at 11.5 µM; IC50 in µM for titrated hits. actives 0.054% (n = 290,000); in the data active means inhibition above about 50%;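 further: plate controls were vehicle with enzyme for no effect and no enzyme for full effect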
Myeloid diff MLP – promotes myeloid progenitor differentiation; AID 624256; actives 1% (n = 360,000); ER-HoxA9 myeloid progenitors, lysozyme-GFP differentiation, flow cytometry; calls only at 10 µM;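 active means normalized GFP-positive differentiation at or above the plate's own cutoff, the solvent-only control mean plus 3 SD; inconclusive means no clear call, values can overlap the other calls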;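 further: cells exposed to compound for four days before flow analysis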
NTR1 ag cell count 20 µM – further read-out of NTR1 ag, marked with its call; cell count; measured here: cell count, cytotoxicity flag
Myeloid diff MLP GFP+ MAC1+ % – recorded beside Myeloid diff MLP, whose call it bears; GFP+ MAC1+ double positive, %; measured here: differentiation confirmed by MAC1 staining
* marks the source's active call; other numbers are inactive results; i = inactive; ? = inconclusive; nt = no result given.

canonical_smiles | Rac1 GTP hydrolysis | GPR35 arrestin U2OS | GPR55 LPI antagonism | SIAH1 antagonists | PhoP inhibition | HIV peptide binding | NTR1 ag | NTR1 ag cell count 20 µM | LYP phosphatase | Myeloid diff MLP | Myeloid diff MLP GFP+ MAC1+ %
O=C(CN(C(=O)c1csnn1)c1ccccc1)NCCc1ccccc1 | 5% | 6% | 4% | 9% | 4% | 1.0% | -1.8 | 55 | -13% | i | 1.9
Cc1ccc(S(=O)(=O)/N=C(/Nc2ccc(F)cc2F)c2ccc(F)cc2)cc1 | 8% | -2% | 3% | 1% | -8% | 2.8% | -0.2 | 52 | -9% | i | 3.4
Cn1cc(S(=O)(=O)Nc2ccc(Oc3ccccc3)cc2)c(=O)n(C)c1=O | 5% | 15% | 10% | 2% | -1% | -1.5% | 0.6 | 62 | -8% | i | 0.6
CC1(C)CC(N2CCN(c3ccccc3)CC2)=CC(=[N+]2CCCC2)C1 | 9% | -4% | 3% | 6% | -8% | -1.5% | 2.6 | 40 | -2% | i | 5.8
COc1ccc(/C=N/NC(=O)c2cccnc2)cc1CN1CCOCC1 | -12% | -16% | -5% | -3% | -10% | -1.6% | 0.7 | 46 | -1% | i | 1.6
CC1CCN(C(=O)c2ccc(CS(=O)(=O)Cc3ccccc3)cc2)CC1 | 10% | 0% | 13% | 4% | -5% | -1.6% | 1.1 | 49 | -4% | i | 1.3
COc1ccccc1C(=O)Nc1nnc(CCc2ccccc2)s1 | 11% | 11% | -14% | 2% | -1% | -0.5% | 6.4 | 44 | -4% | ? | nt
O=C1CN(C(=O)COC(=O)C2CC(=O)N(Cc3ccco3)C2)c2ccccc2N1 (configuration not stated) | 8% | 6% | -2% | 2% | 8% | 20% | 4.2 | 54 | -1% | i | 0.5
CCCc1[nH]n(-c2nc3ccccc3s2)c(=O)c1C=NCCN1CCOCC1 | 6% | 1% | 2% | 2% | -2% | 2.3% | 0.0 | 66 | 6% | i | 7.7
O=C(OCC(=O)N1CCN(c2ccccc2)CC1)c1cccs1 | 5% | nt | nt | nt | -7% | nt | 0.0 | 55 | nt | i | 1.5
Cc1nc2ccccc2c(=O)n1-c1ccc(NS(=O)(=O)c2ccc(F)cc2F)cc1 | -3% | nt | nt | nt | 1% | nt | 0.2 | 58 | nt | i | 1.0
O=C(CN1CCN(C(=O)c2c(F)cccc2F)CC1)Nc1ccccc1C(F)(F)F | 7% | -3% | 6% | 0% | -5% | -0.3% | -1.2 | 107 | -1% | i | 0.6
Cc1cc(=O)[nH]c(SCc2cc(=O)n3nc(C)sc3n2)n1 | 4% | 4% | -14% | -4% | -3% | -0.5% | -1.6 | 81 | -5% | i | 1.3
CCOCCCNc1ncnc2c1nc1n2CCCC1 | 6% | -5% | -6% | -1% | -2% | -0.5% | 2.3 | 84 | -5% | i | 0.6
COC(=O)C(C(=O)OC)C(C)C(C(=O)OC)C(=O)OC | 63% | 8% | 7% | -2% | 2% | 1.4% | 2.4 | 36 | -4% | i | 0.8
Cc1cccc(NC(=O)CN(C)S(=O)(=O)c2ccc(-c3ccc(=O)[nH]n3)s2)c1C | 8% | 25% | -8% | 17% | -2% | 0.4% | -0.3 | 58 | -9% | i | 2.3
CN1CC(=O)N(CC(=O)Nc2cc(Cl)cc(Cl)c2)C1=O | 8% | 9% | 2% | -2% | 0% | 1.0% | 0.3 | 34 | -1% | i | 0.3
CCN(CC)c1ccc(N/C(N)=N/c2nc(C(F)(F)F)cc(=O)[nH]2)cc1 | -2% | 2% | 3% | 0% | -11% | 1.3% | 0.4 | 59 | -4% | i | 0.0
Fc1ccc(NCc2cccnc2)cc1 | 10% | 11% | 8% | 3% | 1% | 0.3% | 1.4 | 81 | -7% | i | 1.3
COc1ccc(/C=N\NC(=O)/C(=C\Nc2nccc(C)n2)NC(=O)c2ccccc2)cc1 | 15% | -6% | -7% | 3% | -15% | -4.2% | -1.4 | 39 | 7% | i | 0.4
O=C(CC(Nc1ccccc1Cl)C(=O)O)c1ccccc1 (configuration not stated) | 20% | 21% | 0% | -2% | 3% | 1.1% | -0.1 | 36 | -10% | i | 0.8
NS(=O)(=O)c1ccc(CCNC(=O)C2CCCN2S(=O)(=O)c2cccc3nsnc23)cc1 (configuration not stated) | 4% | 6% | -2% | 2% | -2% | 0.3% | -0.4 | 65 | 0% | i | 4.8
CC1=C(C)CC(C(=O)NCc2c(F)cccc2Cl)C(C(=O)O)C1 (configuration not stated) | 13% | -14% | 15% | 6% | 2% | -1.6% | 0.7 | 90 | -3% | i | 0.3
Cc1ccc(S(=O)(=O)Nc2cc(C)c(O)c(S(=O)(=O)c3ccc(C)cc3)c2)cc1 | 2% | 4% | -1% | -3% | -1% | 4.0% | -0.1 | 89 | 2% | i | 0.6
Cc1ccc(C(=O)C2(C)C3c4cc(Br)ccc4OC(=O)C32C(=O)c2ccco2)cc1 (configuration not stated) | 9% | -4% | 20% | 3% | 1% | -0.6% | 2.1 | 39 | 0% | i | 1.2
Cc1ccc(C)c(N2CC(C(=O)Nc3nccs3)CC2=O)c1 (configuration not stated) | 7% | 5% | -4% | -1% | 0% | 0.2% | -0.2 | 55 | -8% | i | 1.1
Cc1ccc(-c2cn3c(=O)cc(C)[nH]c3n2)cc1 | 6% | 10% | -1% | 0% | -9% | -2.1% | 0.4 | 89 | -5% | i | 0.9
O=c1[nH]c(CSc2nnc(-c3ccncc3)n2Cc2ccco2)nc2ccccc12 | 1% | -4% | 7% | 0% | 1% | 0.0% | -0.2 | 99 | -5% | i | 2.6
Cc1cc(C)c(NC(=O)C2CCCN2C(=O)NC2CCCCC2)c(C)c1 (configuration not stated) | 4% | -22% | 3% | 3% | 4% | 2.4% | -2.6 | 57 | -2% | i | 0.6
O=c1cc(CN2CCN(c3ccc(F)cc3)CC2)nc2sccn12 | 13% | -3% | 6% | -3% | -2% | 3.0% | 0.3 | 31 | -2% | i | 0.7
CC(C)(C)C(=O)Cn1c(=N)n(Cc2ccccc2)c2ccccc21 | -1% | -6% | 43% | 13% | 16% | -3.3% | 6.8 | 34 | 0% | i | 0.8
O=C1CCCN1CCCNC(=S)Nc1ccccc1Cl | 10% | -1% | 5% | 5% | -2% | -0.4% | 1.1 | 70 | -2% | i | 0.8
CCN1C(=O)CC(NNC(=O)c2ccccc2)C1=O (configuration not stated) | 12% | 13% | -8% | -1% | 2% | 0.7% | 0.0 | 45 | -4% | i | 0.5
CCCCn1c(=O)[nH]c(=O)c2c1nc(-c1ccc(C(F)(F)F)cc1)n2C | 11% | -11% | 1% | 6% | 6% | 1.8% | 10 | 73 | -14% | i | 0.4
CN(Cc1ccccn1)Cc1cn(Cc2ccccc2)nc1-c1ccc2c(c1)OCO2 | 7% | 11% | 0% | 0% | 0% | -1.2% | -2.4 | 109 | -4% | i | 0.6
CC(C)c1ccc(CCNC(=O)CSC(=S)N2CCCC2)cc1 | 6% | nt | nt | nt | 8% | nt | -1.0 | 59 | nt | i | 0.7
Oc1cccc(C=NCc2ccccc2)c1 | 8% | -14% | 0% | 1% | 4% | -1.7% | 2.2 | 88 | -2% | i | 1.2
CCC(C)OC(=O)C[N+](C)(C)CCOC1CC2CCC1(C)C2(C)C (configuration not stated) | nt | 14% | -1% | 15% | -4% | 0.8% | 0.5 | 36 | -5% | i | 0.1
CN1CCN(C(CNC(=O)c2ccc(Br)o2)c2ccc(F)cc2)CC1 (configuration not stated) | 2% | nt | nt | nt | -4% | nt | -0.5 | 53 | nt | i | 0.7
Cc1ccc(CC2CC(=O)N(c3cc(C)ccc3C)C2=O)cc1 (configuration not stated) | 12% | 3% | -4% | -2% | 0% | 10% | -0.6 | 46 | -5% | i | 0.5
CCOC(=O)c1cn[nH]c1NC(=S)Nc1ccc(Cl)cc1 | nt | 3% | 29% | 1% | -12% | 1.6% | 3.6 | 47 | -3% | i | 0.6
COc1ccccc1C1CCN(C(=S)Nc2ccc(Br)cc2)CC1 | 7% | 15% | 20% | 0% | -10% | 0.4% | 2.7 | 61 | 4% | i | 0.3
O=C(CCc1ccccc1)N1CCN(c2ccc([N+](=O)[O-])cc2)CC1 | 9% | -3% | -36% | 2% | 5% | -0.5% | 0.4 | 43 | 4% | i | 0.4
O=C1C2CC=C(Cl)CC2C(=O)N1CCC[n+]1cccc2ccccc21 (configuration not stated) | 0% | 9% | -4% | 1% | -3% | -2.0% | -1.3 | 55 | -6% | i | 0.3
O=C(c1ccc(F)c(F)c1)N1CCCc2ccccc21 | 8% | -11% | -6% | 8% | -6% | 1.5% | -1.0 | 76 | -6% | i | 0.4
COc1ccccc1N(CC(=O)NCCSCc1ccccc1)S(C)(=O)=O | -3% | -11% | 7% | 2% | -1% | 1.1% | -0.5 | 102 | -1% | nt | nt
COC(=O)C(O)(CC(=O)Nc1ccc(C)c(F)c1)C(F)(F)F (configuration not stated) | 9% | 2% | -2% | -5% | -4% | 2.2% | 2.1 | 85 | -6% | i | 1.9
CCN(Cc1ccccc1)C(=O)C(C)OC(=O)c1cc(S(=O)(=O)Nc2c(C)n(C)n(-c3ccccc3)c2=O)ccc1C (configuration not stated) | -3% | -2% | ? | 6% | 6% | -0.9% | 1.3 | 38 | 3% | i | 0.5
CC1CCCN(Cc2cnc(Cl)s2)C1 (configuration not stated) | 0% | 3% | -1% | 3% | -15% | -2.2% | -0.9 | 50 | -9% | i | 0.8
Cc1[nH]c2ccccc2c1-c1csc(NC(=O)CSCCO)n1 | 122µM* | -2% | 10% | -4% | 4% | -2.5% | 0.8 | 42 | -4% | i | 0.0
COc1ccc(/C=C2/SC(=S)NC2=O)cc1OCc1ccccc1 | 0% | -8% | 7% | 7% | -6% | 35% | 1.1 | 66 | -3% | nt | nt
CCC(=O)NC(c1ccc(OC)c(OC)c1)c1cc(Cl)c2cccnc2c1O (configuration not stated) | 6% | 5% | -5% | -8% | 20% | 0.2% | nt | nt | -2% | ? | nt

Arranged by the number under PhoP inhibition (high to low): some entries from above
molecule,PhoP inhibition
O=C(CCc1ccccc1)N1CCN(c2ccc([N+](=O)[O-])cc2)CC1,5%
O=C1C2CC=C(Cl)CC2C(=O)N1CCC[n+]1cccc2ccccc21 (configuration not stated),-3%
COC(=O)C(O)(CC(=O)Nc1ccc(C)c(F)c1)C(F)(F)F (configuration not stated),-4%
